TIM10 inh: growth inhibitors of isogenic TIM10 control yeast, primary screen, counter-screen for tim10-1 yeast inhibitor project, luminescence, uHTS. 330,000 compounds, 1.4% hits. S. cerevisiae TIM10 strain growth, BacTiter-Glo luminescence, 24 h. AID 463195, 2010. inhibition, % at 10 µM;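 active = inhibition of 40% or more at the single tested concentration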;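 also: wild-type TIM10 isogenic control strain grown at permissive 25 °C; 0% = DMSO yeast wells and 100% = minimal medium wells without yeast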
hIAP act: human IAP activators, primary screen, biochemical, luminescence, uHTS; 330,000 compounds, 0.16% hits; activation factor at 10 µM; purified human IAP, CDP-Star luminescence, 30 min; stronger effect = higher value; 1 = vehicle-only enzyme, 0 = enzyme-free background; Intestinal-type alkaline phosphatase (Homo sapiens), P09923;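 active = activation factor of the enzyme at least 2-fold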; also: the source names both 10 and 20 µM as test concentration; values of inactives mirror those of a sister screen read the other way
tim10-1 inh: growth inhibitors of tim10-1 mutant yeast, primary screen, luminescence, uHTS | inhibition, % at 20 µM | S. cerevisiae tim10-1 ts strain growth, BacTiter-Glo, 24 h | 330,000 compounds, 2.2% hits;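 active = inhibition of at least 40%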;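 also: mutant grown at 25 °C; 0% = DMSO wells with yeast and 100% = wells holding no yeast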
NALP3 yeast inh: NALP3 inflammasome inhibitors in reconstituted yeast, primary screen, luminescence, uHTS. Yeast reconstituted NLRP3/ASC/caspase-1, beta-gal luminescence, 24 h. inhibition, % at 10 µM. 330,000 compounds, 0.39% hits;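 active = inhibition of 50% or more; inactive = inhibition below 50%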;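 also: plate controls were induced DMSO wells for no effect and uninduced yeast grown without galactose for full effect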
ATG4B inhibitor: ATG4B protease inhibitors, primary screen, biochemical, fluorescence, uHTS; Cysteine protease ATG4B (Homo sapiens), Q9Y4P1; ATG4B cleavage of LC3-PLA2, NBD-HPC fluorescence, 1 h; inhibition, % at 8.33 µM; 340,000 compounds, 0.51% hits; in the data active = inhibition above about 40%
hIAP inh: human IAP inhibitors, primary screen, biochemical, luminescence, uHTS; inhibition, % at 10 µM; Intestinal-type alkaline phosphatase (Homo sapiens), P09923; purified IAP, CDP-Star luminescence, 30 min; AID 2544, 2010; 330,000 compounds, 0.12% hits;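 active = inhibition reaching a set limit with compound at 10 µM in the primary screen, cut at about 35% in these data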;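 also: plate controls were DMSO wells with enzyme for no effect and no-enzyme buffer wells for full effect; values of inactives mirror those of a sister screen read the other way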
mIAP inh: inhibitors of mouse IAP, primary screen, biochemical, luminescence, uHTS | 330,000 compounds, 0.2% hits | intestinal alkaline phosphatase [Mus musculus] | inhibition, % at 10 µM | purified mouse IAP, CDP-Star luminescence, 30 min;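 active = inhibition of at least 40% at 10 µM in the primary screen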;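 also: plate controls were DMSO with enzyme for no effect and no enzyme wells for full effect; values of inactives mirror those of a sister screen read the other way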
Apaf1 inhib: inhibitors of human Apaf-1 apoptosome, primary screen, biochemical, DEVD-Rh110 fluorescence, uHTS; reconstituted apoptosome caspase-3 activity; inhibition, % at 20 µM; 330,000 compounds, 0.71% hits; AID 489030, 2010; active = inhibition of at least 40% at 20 µM;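 also: plate controls were DMSO wells for no effect and DEVD-CHO caspase inhibitor wells for full effect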
Target sequence (O14727 whole entry, looked up): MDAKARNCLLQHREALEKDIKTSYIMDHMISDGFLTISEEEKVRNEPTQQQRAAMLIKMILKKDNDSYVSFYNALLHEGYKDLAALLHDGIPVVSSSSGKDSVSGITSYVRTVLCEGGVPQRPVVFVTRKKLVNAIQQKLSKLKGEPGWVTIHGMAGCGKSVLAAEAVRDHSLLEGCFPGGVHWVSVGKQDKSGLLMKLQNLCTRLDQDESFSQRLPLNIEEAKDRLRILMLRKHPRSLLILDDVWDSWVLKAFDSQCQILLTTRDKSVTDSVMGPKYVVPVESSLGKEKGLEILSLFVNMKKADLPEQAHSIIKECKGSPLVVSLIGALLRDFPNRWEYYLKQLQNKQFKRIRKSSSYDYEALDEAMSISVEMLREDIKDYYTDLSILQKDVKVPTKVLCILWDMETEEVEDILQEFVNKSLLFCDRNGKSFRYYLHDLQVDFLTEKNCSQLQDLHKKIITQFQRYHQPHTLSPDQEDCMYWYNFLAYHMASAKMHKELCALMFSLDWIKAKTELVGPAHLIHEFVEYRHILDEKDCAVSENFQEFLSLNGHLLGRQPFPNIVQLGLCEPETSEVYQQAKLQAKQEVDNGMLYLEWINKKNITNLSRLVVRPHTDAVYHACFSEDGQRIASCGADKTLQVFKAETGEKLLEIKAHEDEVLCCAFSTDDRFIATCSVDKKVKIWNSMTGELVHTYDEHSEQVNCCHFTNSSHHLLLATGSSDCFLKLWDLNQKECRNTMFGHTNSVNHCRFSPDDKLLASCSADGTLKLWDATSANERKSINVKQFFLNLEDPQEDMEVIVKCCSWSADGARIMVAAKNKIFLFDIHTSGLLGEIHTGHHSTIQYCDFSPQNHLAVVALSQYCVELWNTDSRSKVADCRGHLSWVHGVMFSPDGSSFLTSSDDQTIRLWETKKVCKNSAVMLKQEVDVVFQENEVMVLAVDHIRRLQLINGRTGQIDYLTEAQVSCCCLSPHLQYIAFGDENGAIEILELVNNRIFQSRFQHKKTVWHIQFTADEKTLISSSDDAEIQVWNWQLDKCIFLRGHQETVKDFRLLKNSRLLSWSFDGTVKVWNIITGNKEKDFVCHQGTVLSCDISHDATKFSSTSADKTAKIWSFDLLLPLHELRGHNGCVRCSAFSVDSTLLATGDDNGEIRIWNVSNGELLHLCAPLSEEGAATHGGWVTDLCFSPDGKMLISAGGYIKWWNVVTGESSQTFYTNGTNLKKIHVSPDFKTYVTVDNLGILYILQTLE
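Material: cell-free apoptosome with Apaf-1, procaspase-3 and caspase-9; Buffer or medium: Hepes pH 7.5 with detergent and BSA; Reagent: cytochrome c trigger plus (Z-DEVD)2-Rh110 caspase-3 substrate; Times: compound with Apaf-1, dATP, procaspase-3 30 min, then 50 min reaction, room temperature; Technique: Rh110 fluorescence intensity.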
mIAP act: activators of mouse IAP, primary screen, biochemical, luminescence, uHTS. intestinal alkaline phosphatase [Mus musculus]. muIAP, CDP-Star luminescence, 30 min; stronger effect = higher value; 1 = vehicle-only enzyme signal, 0 = enzyme-free wells. activation factor at 10 µM. 330,000 compounds, 0.24% hits. AID 2805, 2010;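 active = activation factor of at least 2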; also: the source names both 10 and 20 µM as test concentration; values of inactives mirror those of a sister screen read the other way
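System: Mouse IAP enzyme | Also added: CDP-Star substrate | Dosing: Compounds dispensed in DMSO | Schedule: 30 min enzyme-substrate-compound incubation at room temperature | Technique: Chemiluminescence readout | Control set: DMSO-only wells and no-enzyme negative control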
* marks the source's active call; other numbers are inactive results; nt = no result given.

| mol | ATG4B inhibitor | mIAP inh | tim10-1 inh | hIAP act | Apaf1 inhib | mIAP act | TIM10 inh | hIAP inh | NALP3 yeast inh |
| --- | --- | --- | --- | --- | --- | --- | --- | --- | --- |
| Cc1cc2oc(C(=O)N3CCN(CCc4ccccn4)CC3)c(C)c2cc1C | -6 | 3 | 6 | 1.1 | 2 | 0.97 | 26 | -7 | 22 |
| O=C(Nc1nnc(C2=COCCO2)o1)c1ccc(F)cc1 | -6 | 4 | 10 | 1.2 | -2 | 0.96 | 2 | -21 | 11 |
| Cc1ccc(C(=O)CC2(O)C(=O)Nc3ccccc32)s1 (centres undefined) | 6 | -4 | 5 | 1 | 0 | 1 | 1 | 0 | 13 |
| CCOC(CNC(=O)C1CCN(S(=O)(=O)c2ccc3nc4c(c(C(=O)O)c3c2)CCCCC4)CC1)OCC | 1 | 6 | 9 | 0.92 | -4 | 0.94 | 12 | 8 | 7 |
| Cc1ccc(S(=O)(=O)N2CCC(C(=O)OCC(=O)NCc3cccc(Cl)c3)CC2)cc1C | 16 | -44 | 7 | 0.98 | 20 | 1.4 | 16 | 2 | 13 |
| Cc1cccc2cc3c(N)c(C(=O)N4CCCc5ccccc54)sc3nc12 | 39 | 3 | 36 | 0.96 | 17 | 0.97 | 18 | 4 | 9 |
| CCOC(=O)C1=C(CSc2nc(-c3ccncc3)ccc2C#N)OC(N)=C(C#N)C1c1cccnc1 (centres undefined) | -17 | 3 | 19 | 0.74 | 10 | 0.97 | 20 | 26 | -8 |
| Cc1[nH]c(C)c(S(=O)(=O)N2CCN(c3cccc(C(F)(F)F)c3)CC2)c1C(=O)N1CCCC1 | -8 | 5 | 8 | 1.1 | -1 | 0.95 | 4 | -14 | 8 |
| Cc1ccc(/C=N/NC(=O)c2ccc3nc[nH]c3c2)o1 | -4 | 1 | -4 | 1 | -9 | 0.99 | 10 | -2 | 12 |
| Cc1c(NC(=O)c2ccccc2)c(=O)n(-c2ccccc2)n1C | 1 | 0 | 4 | 0.99 | -4 | 1 | 5 | 1 | 3 |
| Cc1ccc(C(=O)NC(=S)Nc2nc(-c3cccc([N+](=O)[O-])c3)cs2)c(Cl)c1 | 22 | 18 | 7 | 0.99 | -4 | 0.82 | -3 | 1 | 3 |
| CCN(CC)P(=O)(Nc1ccc(Br)cc1)c1c(C)nn(CCC#N)c1NC(=O)c1ccc(Cl)cc1 (centres undefined) | -26 | 12 | 9 | 1.1 | 8 | 0.88 | -9 | -7 | 26 |
| CCCOc1ccc2c(C)c(CC(=O)OC)c(=O)oc2c1 | 3 | 2 | 0 | 1.1 | -4 | 0.98 | 1 | -11 | 43 |
| CCC(Sc1nc2cc3c(cc2c(=O)n1Cc1ccco1)OCO3)C(=O)Nc1ccccc1OC (centres undefined) | -9 | -6 | 5 | 1.2 | 17 | 1.1 | -1 | -20 | -2 |
| CCOC(=O)N1CCN(S(=O)(=O)c2cc(Br)cc3c2N(C(=O)CC)CC3)CC1 | -5 | -4 | 5 | 1.1 | -3 | 1 | 17 | -14 | 3 |
| CC(=O)c1ccc(NC(=O)CSc2nc3[nH]ncc3c(=O)[nH]2)cc1 | 11 | 10 | -15 | 0.81 | -5 | 0.9 | -23 | 18 | 10 |
| COc1ccc(C(N)=O)cc1NC(=O)CC(O)(C(F)(F)F)C(F)(F)F | 6 | 6 | 5 | 0.78 | -26 | 0.94 | 13 | 22 | 3 |
| Cc1ccc(OCc2n[nH]c(=S)n2-c2ccc(Cl)cc2)cc1 | -3 | 0 | 16 | 1 | 1 | 1 | 22 | -2 | 14 |
| Cc1nc(Cc2nnc(SCC(=O)Nc3c(C)cccc3C)o2)cs1 | -6 | 3 | 6 | 1.1 | 7 | 0.97 | 3 | -8 | -3 |
| Cc1cc(C(C)(C)C)ccc1OCCn1ccnc1 | -2 | -7 | 35 | 1.2 | 7 | 1.1 | 22 | -22 | 40 |
| CCC(C(=O)OCC(=O)Nc1cccc(C(C)=O)c1)c1ccccc1 (centres undefined) | 5 | -10 | 17 | 1.4 | 8 | 1.1 | 31 | -35 | 19 |
| Cn1c(=O)c(C(=S)NC(=O)C2CC2)c(N)n(Cc2ccccc2)c1=O | nt | 17 | 26 | 0.9 | 9 | 0.83 | -19 | 10 | 29 |
| COc1ccc(C(=O)NCC(=O)OCc2c(Cl)cccc2Cl)cc1OC | 2 | 6 | 11 | 1.1 | 6 | 0.94 | -4 | -8 | 2 |
| COc1ccc2[nH]c(C(=O)N3CCC(Cc4ccccc4)CC3)cc2c1 | 0 | 1 | 11 | 1.1 | 20 | 0.99 | 3 | -5 | 7 |
| O=C(CN1CCN(C(=O)c2cccc(-n3cnnn3)c2)CC1)Nc1ccccc1Cl | -10 | -8 | -1 | 1.1 | 8 | 1.1 | 1 | -14 | 1 |
| O=C(Cn1cc[n+](Cc2ccccc2)c1)c1ccc([N+](=O)[O-])cc1 | 2 | -4 | -5 | 0.9 | 3 | 1 | -15 | 10 | 21 |
| CCN(CC)C(=O)Oc1ccccc1NC(C)=O | -6 | -2 | 14 | 1 | 8 | 1 | -4 | -1 | 1 |
| Cn1nccc1C(=O)OCC(=O)Nc1cccc(Cl)c1 | 10 | 8 | -6 | 1.1 | 2 | 0.92 | 5 | -12 | 26 |
| O=C(c1ccncc1)N1CCN(c2cccc(C(F)(F)F)c2)CC1 | -4 | -30 | 25 | 1.1 | -4 | 1.3 | 14 | -6 | -18 |
| CCC1S/C(=N/N=C/c2ccco2)NC1=O (centres undefined) | 6 | -3 | 9 | 1 | -3 | 1 | -7 | 0 | 0 |
| CC(=O)Nc1ccc(SCC(=O)Nc2cc(C(C)(C)C)nn2-c2ccccc2)cc1 | 5 | -16 | 21 | 1.2 | 3 | 1.2 | 8 | -16 | 0 |
| COCCCNC(=O)CC1C[C@H](C(=O)N2CCCCC2)[C@@]2(C)c3[nH]c4ccccc4c3CCN2C1=O (some centres undefined) | -7 | 0 | 9 | 1.1 | -14 | 0.99 | 10 | -10 | -4 |
| CCOC(=O)c1c(N)sc(C(O)(C(F)(F)F)C(F)(F)F)c1-c1ccc(Cl)cc1 | 7 | 6 | 20 | 1.2 | 11 | 0.94 | 19 | -22 | 2 |
| O=C1CCCN1CC1CCN(Cc2nc(CC3CC3)no2)CC1 | 4 | -10 | -7 | 1.1 | -8 | 1.1 | -10 | -15 | 6 |
| Cn1cnc([N+](=O)[O-])c1N=C(N)N | 1 | 2 | 15 | 0.81 | -6 | 0.98 | 4 | 19 | -5 |
| COc1ccc2[nH]c(=O)c(CN(C(=O)c3cccnc3)c3ccccc3OC)cc2c1 | -6 | -1 | -8 | 1.1 | -7 | 1 | 10 | -15 | 7 |
| O=C(NNC(=S)NCc1ccccc1)c1ccc(Br)o1 | 1 | 14 | 4 | 1.6 | -5 | 0.85 | 7 | -58 | 17 |
| CN1CCN(CCCNC(=O)Nc2ccc([N+](=O)[O-])cc2)CC1 | -3 | -2 | 13 | 1.1 | 4 | 1 | 17 | -14 | 14 |
| CCC(C(=O)OCC(=O)Nc1c(C)nn(-c2ccccc2)c1C)c1ccccc1 (centres undefined) | 1 | -4 | 28 | 1.3 | 12 | 1 | 4 | -26 | 17 |
| O=C(NCCCn1ccnc1)c1ccc(-c2cccc(C(F)(F)F)c2)o1 | 2 | 2 | -21 | 1 | 3 | 0.98 | -10 | 0 | 11 |
| CC(C)c1ccc(NC(=S)Nc2ccc3[nH]c(=O)[nH]c3c2)cc1 | -12 | -17 | 18 | 1 | 2 | 1.2 | -12 | -4 | 13 |
| COc1cc(C2NC(=O)NC(C)=C2C(=O)OCc2ccc(C)cc2)cc(OC)c1O (centres undefined) | 4 | -9 | 2 | 0.82 | -2 | 1.1 | -9 | 18 | -3 |
| COc1cccc(CNC(=O)COC(=O)c2cc([N+](=O)[O-])ccc2N2CCCC2)c1 | -17 | 17 | 23 | 0.91 | 4 | 0.83 | -2 | 10 | 14 |
| Cc1ccn2c(CNCCn3nc(C)cc3C)c(C(=O)N3CCCCCC3)nc2c1 | -19 | -11 | 15 | 1.1 | -7 | 1.1 | 7 | -6 | 5 |
| O=C(CSc1nnc(C23CC4CC(CC(C4)C2)C3)o1)Nc1ccc(N2CCOCC2)c(Cl)c1 | 0 | -13 | -10 | 0.95 | 25 | 1.1 | 0 | 5 | 2 |
| O=C(Nc1cccc(Cl)c1)N1CCc2ccccc2C1 | 8 | -31 | 38 | 1.2 | 9 | 1.3 | 64* | -20 | 66* |
| CS(=O)(=O)c1cccc(C(=O)Oc2ccccc2)c1 | -10 | -15 | 5 | 0.95 | 4 | 1.1 | -20 | 5 | 13 |
| O=C(O)CCC(=O)N1CCc2cc(S(=O)(=O)NC3CCCc4ccccc43)ccc21 (centres undefined) | 4 | 9 | 18 | 0.98 | 5 | 0.91 | -6 | 2 | 16 |
| Cc1cccc(C(=O)NCCC(=O)Nc2nc(C)c(Cc3ccc4c(c3)OCO4)s2)c1 | -7 | -6 | 14 | 0.93 | 6 | 1.1 | -5 | 7 | -4 |
| COc1ccc(S(=O)(=O)N2CCCCC2)cc1NC(=O)c1ccc2c(c1)OCO2 | -5 | -8 | 19 | 1.1 | 15 | 1.1 | 7 | -7 | -3 |
| O=C(NCc1cccc(C(F)(F)F)c1)c1cc(Cl)cc(Cl)c1 | 52* | 5 | 4 | 0.81 | 1 | 0.95 | -17 | 19 | -4 |
| CC(=O)Nc1ccc(C(=O)NC(C)c2ccc(-n3ccnc3)cc2)cc1 (centres undefined) | 2 | -16 | -3 | 0.82 | 8 | 1.2 | -1 | 18 | 11 |
| Cc1cccc(N2CCN(C(=O)CCn3c(=S)[nH]c4cc5c(cc4c3=O)OCO5)CC2C)c1 (centres undefined) | 36 | 0 | 30 | 1 | 22 | 1 | 13 | -3 | -6 |
| O=C(COc1ccccc1F)NNC(=O)Cc1ccc(S(=O)(=O)N2CCOCC2)s1 | 1 | 11 | -11 | 1.2 | 3 | 0.89 | 0 | -24 | 17 |
| CC(C(=O)N1c2ccccc2CCc2ccccc21)n1nnc(-c2ccc(N(C)C)cc2)n1 (centres undefined) | -2 | 4 | 35 | 0.89 | 15 | 0.96 | 19 | 11 | 15 |
| Cc1ccc(-n2c(SCC(N)=O)nnc2-c2ccccn2)cc1C | -12 | -2 | 19 | 0.95 | -10 | 1 | 5 | 5 | -3 |

Bioassay records from PubChem.
